Bioassay records: PubChem BioAssay, The Scripps Research Institute Molecular Screening Center
GLD-1 RNA inh: GLD-1-TGE RNA interaction inhibition (C. elegans) | Q17339 | purified GLD-1 + fluorescein TGE RNA, fluorescence polarization | inhibition, % at 5.96 µM | 320,000 tested, 0.44% active | AID 2280;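 active = percent inhibition above a per-plate cutoff, the plate mean of test compounds plus 3 SD, cut at about 30% in these data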;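 note: 0% = DMSO wells with GLD-1 and probe and 100% = wells lacking GLD-1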
Target sequence (Q17339 whole entry, looked up): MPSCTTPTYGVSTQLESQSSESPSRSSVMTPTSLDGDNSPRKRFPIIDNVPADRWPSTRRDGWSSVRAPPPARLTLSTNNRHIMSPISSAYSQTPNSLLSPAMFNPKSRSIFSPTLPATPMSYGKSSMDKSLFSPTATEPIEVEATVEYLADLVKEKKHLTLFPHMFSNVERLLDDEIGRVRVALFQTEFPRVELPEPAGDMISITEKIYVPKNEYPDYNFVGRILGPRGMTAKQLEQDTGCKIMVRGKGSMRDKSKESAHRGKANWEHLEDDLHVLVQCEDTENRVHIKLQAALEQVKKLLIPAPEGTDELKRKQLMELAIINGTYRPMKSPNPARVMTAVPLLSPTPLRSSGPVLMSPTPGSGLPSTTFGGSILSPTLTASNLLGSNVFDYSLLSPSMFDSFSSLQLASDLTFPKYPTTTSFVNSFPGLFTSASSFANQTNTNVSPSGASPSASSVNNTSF
PAD4 FP inh: inhibitors of human PAD4; Q9UM07; recombinant PAD4, RCA probe fluorescence polarization; inhibition, % at 6.36 µM; 330,000 tested, 0.41% active; AID 485272;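 active = percent inhibition above a cutoff equal to the mean of all tested compounds plus 3 SD, cut at about 15% in these data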;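 note: 0% = PAD4 with RCA probe and DMSO and 100% = probe without PAD4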
Target sequence (Q9UM07 whole entry, looked up): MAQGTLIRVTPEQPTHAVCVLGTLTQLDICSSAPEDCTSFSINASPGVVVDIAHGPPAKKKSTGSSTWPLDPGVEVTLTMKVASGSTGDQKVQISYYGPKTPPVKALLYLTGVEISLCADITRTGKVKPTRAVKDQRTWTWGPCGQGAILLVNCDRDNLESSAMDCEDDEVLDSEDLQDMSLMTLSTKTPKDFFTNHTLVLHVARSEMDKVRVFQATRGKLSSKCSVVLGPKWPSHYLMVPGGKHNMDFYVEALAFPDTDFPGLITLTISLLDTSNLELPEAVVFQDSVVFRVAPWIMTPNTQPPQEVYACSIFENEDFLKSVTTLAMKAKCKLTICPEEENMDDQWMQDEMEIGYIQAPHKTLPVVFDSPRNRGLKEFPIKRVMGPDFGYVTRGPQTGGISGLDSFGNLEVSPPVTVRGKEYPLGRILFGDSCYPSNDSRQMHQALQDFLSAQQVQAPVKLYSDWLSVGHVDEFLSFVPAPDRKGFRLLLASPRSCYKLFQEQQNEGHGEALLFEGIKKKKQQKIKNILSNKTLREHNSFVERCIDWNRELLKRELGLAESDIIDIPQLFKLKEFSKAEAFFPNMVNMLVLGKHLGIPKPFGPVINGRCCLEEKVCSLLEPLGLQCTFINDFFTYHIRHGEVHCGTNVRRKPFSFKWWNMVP
The depositor's hits bear a star. Only part of the results is shown, so the mix of outcomes need not match the whole.

Values in the order: GLD-1 RNA inh | PAD4 FP inh
COCCn1c(C)cc(C(=O)COC(=O)c2cccnc2SC)c1C
→ 1 | 1
C[C@H](CO)N1C[C@H](C)[C@@H](CN(C)CC2CCCCC2)Oc2c(NS(=O)(=O)c3cn(C)cn3)cccc2C1=O
→ -7 | -1
CN(CC(=O)Nc1ccc(F)c(F)c1F)C(=O)c1n[nH]c(=O)c2ccccc12
→ 2 | -1
CCN(CC(=O)NCc1cccs1)C(=O)c1ccc(Cl)c(Cl)c1
→ 1 | 5
N#Cc1cccnc1N1CCN(C(=O)c2cccc3c2C(=O)c2ccc(-c4ccc(Cl)c(C(F)(F)F)c4)cc2S3(=O)=O)CC1
→ 9 | 6
COc1cc(CC(=O)OCC(=O)Nc2ccc(N(C)C)cc2)cc(OC)c1OC
→ 1 | 0
NS(=O)(=O)c1ccc(CCNC(=O)COC(=O)/C=C/c2cc(Br)ccc2F)cc1
→ 5 | 0
COC(=O)c1ccc(-n2c(C)cc(C(=O)COC(=O)C3=COCCO3)c2C)cc1
→ -3 | 3
CC(C)NC(=O)N(C)C[C@H]1Oc2ccc(NC(=O)C3CC3)cc2C(=O)N([C@H](C)CO)C[C@@H]1C
→ 15 | 4
COc1ccccc1NCC(=O)NC(=O)NC1CCCCC1
→ 12 | -1
C[C@H](CO)N1C[C@H](C)[C@@H](CN(C)Cc2ccc(Cl)c(Cl)c2)Oc2ccc(NC(=O)Cn3cnnn3)cc2C1=O
→ 2 | -2
C[C@H](CO)N1C[C@H](C)[C@@H](CN(C)Cc2ccc(-c3ccccc3)cc2)Oc2ccc(NC(=O)Cn3cnnn3)cc2C1=O
→ 2 | -5
OCC1=C[C@@H](O)[C@@H]2C=CO[C@@H](O[C@@H]3O[C@H](CO)[C@@H](O)[C@H](O)[C@H]3O)[C@H]12
→ 5 | -8
CC(=O)C[C@@H](O)CC(=O)[C@@H]1OC(=O)CCCCCCc2ccccc21
→ 4 | -1
C[C@H](CO)N1C[C@H](C)[C@@H](CN(C)C(=O)NC2CCCCC2)Oc2c(NS(=O)(=O)c3ccc(F)cc3)cccc2C1=O
→ 2 | -4

Reprinted at random: two entries already listed, in no set order.
Values in the order: GLD-1 RNA inh | PAD4 FP inh
CC(=O)C[C@@H](O)CC(=O)[C@@H]1OC(=O)CCCCCCc2ccccc21
→ 4 | -1
COCCn1c(C)cc(C(=O)COC(=O)c2cccnc2SC)c1C
→ 1 | 1

Going on with the list:
Values in the order: GLD-1 RNA inh | PAD4 FP inh
CC[C@@]1(C(=O)OC)N[C@H](CN(C)S(=O)(=O)c2ccc(C(C)(C)C)cc2)[C@@H]2C(=O)N(C)C(=O)[C@@H]21
→ 1 | -7
O=C1Nc2c(Br)cccc2C1=O
→ 4 | -3
COc1ccc(S(=O)(=O)N2CCN(Cc3cccs3)CC2)cc1OC
→ 4 | -3
CCSc1nnc(NC(=O)C2CSC3(C)CCC(=O)N23)s1 (stereo not given)
→ 5 | -5
O=C1NC[C@@H](c2ccccc2)OC(=O)[C@@H](Cc2ccc(F)cc2)CC/C=C/C[C@H]1CC(=O)N(CCO)Cc1ccccc1
→ 6 | 0
CCOc1ncccc1C(=O)Nc1ccccc1N1CCOCC1
→ 7 | 1
O=C(COC(=O)CCc1ccc(S(=O)(=O)N2CCOCC2)cc1)Nc1ccccc1[N+](=O)[O-]
→ -2 | -3
Cc1noc(C)c1NC(=O)Nc1cccc2c1O[C@H](CN(C)S(C)(=O)=O)[C@@H](C)CN([C@H](C)CO)C2=O
→ 5 | 5
CCN(CC(=O)NCc1cccs1)C(=O)c1cccc(S(=O)(=O)N2CC(C)OC(C)C2)c1 (stereo not given)
→ 7 | -2
C[C@H](CO)N1C[C@H](C)[C@@H](CN(C)C(=O)Nc2ccc(F)cc2)Oc2ccc(NS(C)(=O)=O)cc2C1=O
→ 6 | 1
CC(C)(C)OC(=O)[C@H](Cc1ccccc1)NC(=O)c1nc[nH]c1C(=O)N[C@@H](CCCCN)C(=O)OC(C)(C)C
→ 9 | 2
Cc1ccc(OC(C)C(=O)Nc2ccc(Cl)cn2)c([N+](=O)[O-])n1 (stereo not given)
→ 7 | 1
COc1ccc(-c2ccc3c(c2)S(=O)(=O)c2cccc(C(=O)NCc4cccc(OC(F)(F)F)c4)c2C3=O)cc1OC
→ -27 | 3
CC1CCC2(CC1)NC(=O)N(CC(=O)N1CCOCC1)C2=O (stereo not given)
→ 3 | -1
COc1ccc(S(=O)(=O)Nc2cccc(S(=O)(=O)N3CCCCC3)c2)cc1
→ -6 | 1
O=C(COC(=O)c1cccc(S(=O)(=O)NCc2ccccc2)c1)NC1CC1
→ 1 | -3
C[C@H](CO)N1C[C@H](C)[C@@H](CN(C)C(=O)Nc2ccc3c(c2)OCO3)Oc2ccc(NS(=O)(=O)c3cn(C)cn3)cc2C1=O
→ -4 | -1
CC1(NC(=O)Cc2csc(-c3ccc(Cl)cc3)n2)CCS(=O)(=O)C1 (stereo not given)
→ -2 | 0
CC(=O)c1ccc(S(=O)(=O)Nc2ccc3c(c2)OCO3)cc1
→ 0 | -2
O=C(NCC(c1ccco1)N1CCCCC1)c1cccs1 (stereo not given)
→ 4 | -6
CCN(C[C@H]1N[C@@](C)(C(=O)OC)[C@H]2C(=O)N(Cc3ccccc3)C(=O)[C@@H]12)C(=O)Nc1ccc(Cl)cc1
→ 0 | -3
CON(C)C(=O)CC(CNC(=O)OC(C)(C)C)c1ccc(Cl)cc1 (stereo not given)
→ 1 | 5
Cc1cc(C(=O)NN=C2CC(=O)CC(C)(C)C2)c(C)o1
→ -1 | -2
CC[C@]12c3[nH]c4ccccc4c3CCN1C(=O)C(CC(=O)NCCN1CCOCC1)C[C@@H]2C(=O)N1CCN(C(=O)C2CC2)CC1 (stereo not given in full)
→ 5 | -5
O=C(/C=C/c1ccc(S(=O)(=O)N2CCOCC2)cc1)Nc1cc(F)ccc1F
→ 8 | -1
CCn1cnnc1SCC(=O)Nc1ccccc1C(=O)NC1CC1
→ -4 | -4
C[C@H](CO)N1C[C@H](C)[C@@H](CN(C)C(=O)Nc2ccccc2)Oc2ccc(NC(=O)Nc3ccccc3)cc2C1=O
→ 1 | 1
COc1cc2sc(-c3ccc(S(C)(=O)=O)cc3)c(C(=O)NCCCCO)c2cc1OC
→ 3 | 2
Cc1ccc(S(=O)(=O)N2CCOCC2)cc1C(=O)N1CCc2ccccc21
→ 0 | -4
COc1ccc(NS(=O)(=O)c2cc(NC(=O)c3ccc(S(=O)(=O)N(C)C)cc3)ccc2N2CCOCC2)cc1
→ 5 | -1

Ordered by the number under PAD4 FP inh (smallest number first): five of the compounds above.
Molecule,GLD-1 RNA inh,PAD4 FP inh
C[C@H](CO)N1C[C@H](C)[C@@H](CN(C)Cc2ccc(-c3ccccc3)cc2)Oc2ccc(NC(=O)Cn3cnnn3)cc2C1=O,2,-5
CCn1cnnc1SCC(=O)Nc1ccccc1C(=O)NC1CC1,-4,-4
CCN(CC(=O)NCc1cccs1)C(=O)c1cccc(S(=O)(=O)N2CC(C)OC(C)C2)c1 (stereo not given),7,-2
CC(=O)C[C@@H](O)CC(=O)[C@@H]1OC(=O)CCCCCCc2ccccc21,4,-1
CCOc1ncccc1C(=O)Nc1ccccc1N1CCOCC1,7,1

Next section.
Values in the order: GLD-1 RNA inh | PAD4 FP inh
CCN(CC)C(=O)[C@H]1CC(CC(=O)NCCCn2ccnc2)C(=O)N2CCc3c([nH]c4ccccc34)[C@]12C (stereo not given in full)
→ 5 | 0
Cc1ccc(S(=O)(=O)N2CCCCC2)cc1NC(=O)c1ccccc1Cl
→ -2 | -4
Cc1ccc(NC(=O)c2n[nH]c(=O)c3ccccc23)cc1S(=O)(=O)N1CCOCC1
→ 6 | 5
Cc1c(NC(=O)C(C)OC(=O)c2ccccc2O)c(=O)n(-c2ccccc2)n1C (stereo not given)
→ 5 | 3
Cc1cccc(NC(=O)CSc2cccc[n+]2[O-])c1C
→ 2 | -5
C=CC(=O)Nc1cccc(Oc2cc(Cl)nc3[nH]ccc23)c1
→ -1 | -4
COC(=O)c1ccc(CNC(=O)COC(=O)/C=C/c2ccc(OC)c(OC)c2)cc1
→ -1 | -2
COc1cccc(C(=O)OCC(=O)NCC2CCCO2)c1 (stereo not given)
→ 4 | 0
COc1ccc(NC(=O)N(C)C[C@H]2Oc3c(NC(=O)c4nc5ccccc5s4)cccc3C(=O)N([C@@H](C)CO)C[C@H]2C)cc1
→ 8 | -5
CCN(C[C@H]1N[C@@](C)(C(=O)OC)[C@H]2C(=O)N(C)C(=O)[C@@H]12)C(=O)Nc1ccc(C)cc1
→ -4 | -6
O=C(C[C@H]1C/C=C\CC[C@@H](Cc2ccc(F)cc2)C(=O)OC[C@H]2CCCN2C1=O)NCCO
→ 2 | 2
Nc1cc(=O)[nH]c(SCC(=O)Nc2cc(S(=O)(=O)N3CCCCCC3)ccc2Cl)n1
→ 4 | 2
O=C(COC(=O)c1cccc(Cl)c1)Nc1cccc(S(=O)(=O)NC2=NCCC2)c1
→ 3 | 2
COc1ccccc1NS(=O)(=O)c1ccc2[nH]c(=S)oc2c1
→ -3 | -3
CC1CCCN(S(=O)(=O)c2cc(C(=O)NCc3ccco3)ccc2Cl)C1 (stereo not given)
→ 4 | -4
CCN(CC)c1ccc(NC(=O)CSC(=O)c2ccccc2)cc1
→ 2 | 2
Cc1ccccc1-c1nc(S(=O)(=O)c2ccccc2)c(N2CCCC2)o1
→ 6 | 1
COc1cc(C=NNC(=O)c2ccccc2-n2cccc2)ccc1O
→ 6 | 1
COc1ccc(NC(=O)CN2C(=O)NC3(CCCCCC3)C2=O)cc1Cl
→ 0 | 1
CCNC(=O)N(C)C[C@H]1N[C@@](C)(C(=O)OC)[C@H]2C(=O)N(C)C(=O)[C@@H]12
→ 2 | -1
O=C(C[C@@H]1C/C=C/CC[C@H](Cc2ccc(F)cc2)C(=O)O[C@H](c2ccccc2)CNC1=O)NCCO
→ 2 | -5
O=C(CCc1ccc(S(=O)(=O)N2CCOCC2)cc1)Nc1ccccc1F
→ -2 | -3
COc1ccc(CNC(=O)COC(=O)c2cc3ccccc3cc2O)cc1OC
→ 4 | -4
COc1ccc(CCN2CC(C(=O)NCC(c3ccccc3)N(C)C)CC2=O)cc1OC (stereo not given)
→ -1 | 0
O=C(COC(=O)CNC(=O)c1ccc(Cl)cc1Cl)NC1CC1
→ 1 | 0
CC1CCCN(C(=O)COC(=O)COc2ccc(Cl)cc2)C1 (stereo not given)
→ 5 | 3
O=C(OCC(=O)N1CCCCCC1)c1ccc[nH]c1=O
→ 0 | -1
O=C(Nc1ccon1)c1nc[nH]c1C(=O)N1CCN(c2ccccc2)CC1
→ 5 | 1
COc1ccc(CCC(=O)OCC(=O)NCc2ccc(OC)c(OC)c2)cc1OC
→ 7 | -1
Cc1noc(C)c1NC(=O)Nc1cccc2c1O[C@H](CN(C)C(=O)NC1CCCCC1)[C@@H](C)CN([C@H](C)CO)C2=O
→ -6 | 2
C#CCOCCOCCOCCNc1nc(N2CCOCC2)nc(N2CCN(C(=O)[C@H](CCCN=C(N)N)n3cc(C(N)[C@@H](C)CC)nn3)CC2)n1 (stereo not given in full)
→ -4 | -1
CCN1C(=NCC2CC2)N[C@@H](c2ccccc2)C(C(=O)OC)=C1C
→ 6 | 1
CCN(C[C@H]1N[C@@](CC)(C(=O)OC)[C@H]2C(=O)N(Cc3ccccc3)C(=O)[C@@H]12)C(=O)c1ccccc1
→ -4 | -5
Cn1nc(C(=O)OCC(=O)c2ccc(Cl)cc2)c2ccccc2c1=O
→ 1 | -6
CCN(CC(=O)NCc1cccs1)CC(=O)Nc1ccc(C(N)=O)cc1
→ 4 | -3
COc1cccc(NC(=O)COc2cccnc2[N+](=O)[O-])c1
→ 3 | -2
CN(C(=O)COC(=O)Cc1ccccc1[N+](=O)[O-])C1CCS(=O)(=O)C1 (stereo not given)
→ 4 | -3
COc1ccc(NC(=O)C2CCC2)cc1S(=O)(=O)Nc1cc(C)ccc1Br
→ 5 | -16
Cc1ccc(S(=O)(=O)N2CCCCC2)cc1NC(=O)CSc1nnc(C2CC2)n1N
→ 8 | -2
O=C(CCCOC(=O)c1cccnc1Cl)c1ccc(Br)cc1
→ -1 | 0
Cc1ccc(NC(=O)c2cnccn2)cc1S(=O)(=O)N1CCCCCC1
→ 1 | 6
Cc1cc(C)n2nc(C(=O)OCC(=O)NCc3ccc(F)cc3)nc2n1
→ 3 | 0
COc1ccc(CNC(=O)CN(c2ccccc2OC)S(=O)(=O)c2cccs2)cc1
→ -2 | 3
COc1ccc(NC(=O)CNC(=O)Cc2cccc3ccccc23)cc1
→ 3 | 1
CC[C@]12c3[nH]c4ccccc4c3CCN1C(=O)C(CC(=O)NCCCN(C)C)C[C@@H]2C(=O)N1CCN(C(=O)c2ccco2)CC1 (stereo not given in full)
→ 0 | -5
COc1cc(/C=C/C(=O)O)cc(S(=O)(=O)Nc2cc(C(F)(F)F)ccc2N2CCOCC2)c1OC
→ 0 | 2
COC(=O)[C@]1(C)N[C@H](CN(C)S(=O)(=O)c2ccccc2)[C@@H]2C(=O)N(C)C(=O)[C@@H]21
→ -2 | -1
Cc1cccc(C)c1Nc1nnc(SCC(=O)NCCCN2CCCC2=O)s1
→ 0 | 6
COc1ccc(NC(=O)C2=NN(C3CCS(=O)(=O)C3)C(=O)CC2)cc1S(N)(=O)=O (stereo not given)
→ -4 | 4
COc1ccc(C2=NOC(Cn3nc(C(=O)NCc4cccc(Br)c4)cc3-c3ccccc3)C2)cc1 (stereo not given)
→ 6 | 0
N#CCC(=O)Nc1ccc(C(=O)NNC(=S)NC2CCCCC2)cc1
→ 3 | -2
CN(CC(=O)Nc1ccccc1Cl)C(=O)COC(=O)c1ccc([N+](=O)[O-])s1
→ 1 | 13
C=CC[C@@H](CC(=O)N[C@@H](CO)Cc1ccccc1)C(=O)N[C@@H](COC(=O)[C@@H](CC=C)CC(=O)OC(C)(C)C)Cc1c[nH]c2ccccc12
→ -2 | -1
CCN(C[C@H]1N[C@@](CC)(C(=O)OC)[C@H]2C(=O)N(Cc3ccccc3)C(=O)[C@@H]12)C(=O)Nc1ccc(C(F)(F)F)cc1
→ 0 | 2
CC(NC(=O)c1ccco1)C(=O)Nc1nccs1 (stereo not given)
→ -5 | -6
